ERG Ets-DNA blk – qHTS for Small Molecule Inhibitors of the ERG Ets/DNA interaction; Potency, µM (titrated, usually from 76.9 µM), for the others: top-dose FP activity, negative = inhibition, actives largely listed as inhibitors; fluorescence polarization, His-ERG Ets domain / labelled DNA; Transcriptional regulator ERG (Homo sapiens), P11308; actives 0.028% (n = 370,000); active = well fitted inhibition curve with a large enough effect in the polarisation, with a control signal flat; inconclusive = small, poorly fitted or top-dose-only effect, or effect the other way, or a change in a side signal; inactive = no such curve, though single readings can be large or run the other way; the % refers to the polarisation;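 note: polarization taken with two DNA probes labelled with fluorescein and Texas red; potency is the fitted concentration of half-maximal effect; % of control where 0% means no effect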
Target sequence (P11308 whole entry, looked up, the tested form may be a part): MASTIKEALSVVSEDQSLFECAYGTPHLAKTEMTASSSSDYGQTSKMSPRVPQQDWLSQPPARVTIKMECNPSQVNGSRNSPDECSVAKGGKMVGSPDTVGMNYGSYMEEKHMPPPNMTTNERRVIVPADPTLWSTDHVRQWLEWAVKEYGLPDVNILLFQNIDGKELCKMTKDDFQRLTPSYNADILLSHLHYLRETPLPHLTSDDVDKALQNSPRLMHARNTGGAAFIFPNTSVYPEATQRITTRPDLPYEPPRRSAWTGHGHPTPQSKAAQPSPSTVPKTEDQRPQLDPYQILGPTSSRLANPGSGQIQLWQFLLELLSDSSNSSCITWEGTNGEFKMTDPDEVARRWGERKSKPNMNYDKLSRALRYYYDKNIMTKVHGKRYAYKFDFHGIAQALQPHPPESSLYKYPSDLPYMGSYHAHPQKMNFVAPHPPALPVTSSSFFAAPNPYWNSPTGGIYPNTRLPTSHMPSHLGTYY
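His-tagged ERG Ets domain (1 uM in the protein solution; 300mM KCl, 50mM Tris-HCl, 1mM EDTA, 1mM DTT, pH 7.5) received compound, then a probe mix of 5 nM fluorescein-DNA and 100nM Texas-615-DNA. Fluorescence polarization was read for both dyes.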
Pol kappa inh – qHTS for Inhibitors of Polymerase Kappa; DNA polymerase kappa (Homo sapiens), Q9UBT6; purified Pol kappa, fluorescent DNA synthesis assay, 10 min; Potency, µM (top dose mostly 107 µM), for the others: at the top dose activity, negative = inhibition, most hits filed as inhibitors; actives 0.53% (n = 400,000); note: potency is the fitted concentration of half-maximal effect; % is set by controls: 0 for no effect and ±100 for the full control effect
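Here, compound and 10 nM enzyme are combined for 15 min at room temperature; adding 50 nM substrate (final) starts DNA synthesis, tracked by fluorescence at 0 and 10 min against buffer-only wells.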
Apoferritin bind – qHTS Assay for Identification of Novel General Anesthetics. AID 485281, 2010. actives 0.074% (n = 350,000). Ferritin light chain (Equus caballus), P02791. Potency, µM (doses to about 77.5 µM), inactives show at the top dose activity change, negative = displacement, actives largely listed as inhibitors. apoferritin/1-aminoanthracene competitive binding, fluorescence; note: potency is the fitted concentration of half-maximal effect; % is set by controls: 0 for no effect and ±100 for the full control effect; nearly all actives have a fitted effect of over 20% in size
Target sequence (P02791 2-175 limits assumed): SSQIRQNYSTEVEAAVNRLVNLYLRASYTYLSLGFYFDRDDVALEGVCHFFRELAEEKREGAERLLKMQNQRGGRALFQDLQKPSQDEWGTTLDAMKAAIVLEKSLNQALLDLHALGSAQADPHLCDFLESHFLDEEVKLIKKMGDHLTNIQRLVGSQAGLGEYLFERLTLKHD
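Probe: 1-aminoanthracene (50% saturated, PBS). Protein: horse-spleen apoferritin, 10 uM. Incubation: 10 min, room temperature. Detection: 380 nm excitation, 535 nm emission. Analysis: normalized response, four-parameter Hill.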
POLB inh – qHTS Assay for Inhibitors of DNA Polymerase Beta | Potency, µM (titrated, usually from 114 µM), without a hit: top-dose activity change, negative = inhibition, usual class: inhibitors | P06746 | actives 1.3% (n = 340,000) | Pol beta primer extension/strand displacement, fluorescence kinetic; note: potency is the fitted concentration of half-maximal effect; % is set by controls: 0 for no effect and ±100 for the full control effect
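Kinetic readout of DNA synthesis with strand displacement by Pol beta. Compound and 10 nM enzyme sit 15 min at room temperature; 50 nM substrate starts the reaction, read immediately and at 10 min.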
BLM inh – qHTS Assay for Inhibitors of Bloom's syndrome helicase (BLM). Potency, µM (doses to about 56.1 µM), inactives show top-dose activity change, negative = inhibition, most hits filed as inhibitors. actives 0.2% (n = 350,000). recombinant BLM DNA unwinding, fluorescence dequenching. RecQ-like DNA helicase BLM (Homo sapiens), P54132;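 note: potency is the fitted concentration of half-maximal effect; plate controls were vehicle for no effect and no enzyme for full effect; nearly all actives have a fitted effect of over 35% in size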
POLI inh – qHTS for Inhibitors of Polymerase Iota. DNA polymerase iota (Homo sapiens), Q9UNA4. Pol iota fluorescent replication assay, 10 min. Potency, µM (series often up to 115 µM), without a hit: at the top dose activity, negative = inhibition, hits mostly inhibitors. actives 1% (n = 390,000). AID 588590, 2011; note: potency is the fitted concentration of half-maximal effect
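Pol iota at 10 nM preincubated 15 min with compounds at room temperature; reaction started with fluorescent substrate, 50 nM final. Fluorescence read kinetically at 0 and 10 min; buffer-only wells as negative control.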
ALOX12 inh – Primary qHTS assay for inhibitors of human arachidonate 12S-lipoxygenase (ALOX12): Round 2; Potency, µM (highest dose often 108 µM), inactives show at the highest dose activity change, negative = inhibition, hits mostly inhibitors; actives 1.1% (n = 580,000); purified 12hLO, xylenol orange hydroperoxide absorbance; AID 1671190, 2021; Polyunsaturated fatty acid lipoxygenase ALOX12 (Homo sapiens), P18054; note: potency is the fitted concentration of half-maximal effect; % is set by controls: 0 for no effect and ±100 for the full control effect
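Hydroperoxide product was detected by ferrous iron/xylenol orange as the 573 to 405 nm absorbance ratio. Arachidonic acid at 40 uM (final) was turned over for 30 min at room temperature by 150 nM human 12hLO, pH 7.0 Hepes buffer, after 15 min compound preincubation.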
APE1 inh – qHTS Assay for Inhibitors of the Human Apurinic/apyrimidinic Endonuclease 1 (APE1). DNA repair nuclease/redox regulator APEX1 (Homo sapiens), P27695. recombinant APE1, TAMRA/BHQ-2 abasic DNA cleavage fluorescence. Potency, µM (top dose mostly 65.8 µM), for inactives: at the top dose activity change, negative = inhibition, hits mostly inhibitors. actives 0.35% (n = 350,000);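 note: potency is the fitted concentration of half-maximal effect; plate controls were vehicle for no effect and reference inhibitor for full effect; nearly all actives have a fitted effect of over 55% in size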
Target sequence (P27695 whole entry, looked up): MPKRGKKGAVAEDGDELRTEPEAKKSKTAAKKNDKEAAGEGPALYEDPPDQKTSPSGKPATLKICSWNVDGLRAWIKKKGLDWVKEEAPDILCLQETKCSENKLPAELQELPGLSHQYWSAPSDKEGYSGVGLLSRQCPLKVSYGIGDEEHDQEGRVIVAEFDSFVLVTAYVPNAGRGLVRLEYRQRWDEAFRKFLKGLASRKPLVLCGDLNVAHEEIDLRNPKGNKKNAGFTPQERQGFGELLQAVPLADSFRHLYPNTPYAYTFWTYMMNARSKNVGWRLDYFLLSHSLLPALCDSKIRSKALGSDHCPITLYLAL
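Activity was derived from the fluorescence gain between first and third kinetic reads (60 s intervals, ex 525/em 598 nm) after 50 nM THF-abasic TAMRA/BHQ-2 duplex was added to 0.75 nM APE1 preincubated 15 min with compound.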
TRHR agonist – qHTS for Small Molecule Agonists and Allosteric Enhancers of Human TRH Receptor: Primary Screen for Agonists. TRHR cells, calcium flux fluo-8, FDSS agonist mode. activation, % at 2 µM. actives 0.18% (n = 360,000). AID 493084, 2011; in the data active = activation above about 30%; note: 0% is about no effect
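Agonist-mode FDSS calcium read (Ex 480/Em 530, 1 s cycles) in 1536-well TRHR cells with fluo-8 dye, after 10-cycle baseline and 23 nL compound addition; TRH at EC20 (10 nM final) added afterwards for the enhancer phase.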
* hit, by the source's call; ? = inconclusive; nt = no result given; & = joins results of further samples; [ ] = another dose, or the depositor's remark. Unless noted, calls come from the whole dose curve; as a rule, active = well fitted curve in the direction sought with a large enough effect; inconclusive = small, poorly fitted or top-dose-only effect, or another doubt; inactive = no such curve, though single readings can be large; an effect the other way counts as inactive or inconclusive. Some of the compounds tested (hit frequency here may not be typical).

Values run as follows: ALOX12 inh	Pol kappa inh	Apoferritin bind	POLB inh	TRHR agonist	BLM inh	ERG Ets-DNA blk	POLI inh	APE1 inh
O=C(CN1CCCCCC1)Nc1ccc(Oc2ccccc2)cc1
    -4.2%	-4.7%	?	30.9%	-1.6	1.6%	12.8%	30.3%[activator]	9.9%
CCc1ccc(C2CC(=O)Nc3c2c(=O)nc2c(C)cccn32)cc1 (stereo not drawn)
    41.4%&1.2%[activator]	4.6%	-8.6%&1.0%	61.1%&-11.5%	0.3&1.0	-2.8%&-2.2%	-18.0%&-1.2%	130.6%[activator]	7.4%
O=C(Nc1ccccc1)Nc1ccc(Oc2cccnc2)nc1
    -2.1%	-6.0%	8.9%	-12.0%	-0.3	-2.7%	6.3%	-12.7%[58.9 µM]	-0.3%
CC(=O)OCC1OC(n2c(S)c(C#N)c(-c3ccccc3)c(C#N)c2=O)C(OC(C)=O)C(OC(C)=O)C1OC(C)=O (stereo not drawn)
    ?	-10.2%	nt	nt	nt	nt	-10.3%	2.2%	nt
CCCc1ccc2oc(C(=O)N3CCC(COC)C3)c(C)c2c1 (stereo not drawn)
    5.0%	-8.3%	?	1.9%	-0.2	-6.3%	-7.3%	81.9%[activator]	-7.8%
Cc1nnc(SCC(=O)Nc2ccc3c(c2)OCCO3)s1
    14.1%	-3.8%	-7.4%	34.3%	-0.3	-9.2%	-1.1%	8.0%[58.9 µM]	-2.4%
Cc1ccc2cc(CCNC(=O)c3ccco3)c(=O)[nH]c2c1
    7.0%	1.4%	-2.2%	2.1%	0.1	-4.9%	nt	23.8%	-5.0%
Cc1ccc(OCc2cc(C(=O)N(C)Cc3nccn3C)no2)cc1C
    2.9%	-1.6%	-2.3%	-12.4%	-0.4	1.4%	1.3%	10.9%	-15.0%
CCOC(=O)/C(=C/c1cn(C)c2ccccc12)NC(=O)c1ccccc1
    6.8%	-5.8%	-13.2%	1.0%	0.1	-4.6%	18.3%	10.9%	?
CSc1cccc(NC(=O)Cn2c3ncccc3c(=O)n2-c2ccc(C)cc2)c1
    -3.3%	-3.2%	108.3%[activator]	24.0%	-0.6	-9.2%	-7.5%	5.4%	nt
COc1cccc(CN2CC(C(=O)N3CCN(C(C)C)CC3)CCC2=O)c1 (stereo not drawn)
    -26.2%	-18.3%	-1.8%	-0.3%	0.6	0.2%	-0.7%	1.1%	4.6%
COc1ccc(-c2noc(N3CCC(C(=O)Nc4ccc(F)cc4Cl)CC3)n2)cc1
    ?	-9.5%[60.1 µM]	-10.2%	32.0%[activator]	-0.4	-8.9%	-1.8%	-15.8%	nt
CC/C(=C\c1oc2cc3ccccc3cc2[n+]1CC)Nc1ccccc1
    -26.6%	-7.2%	?	-8.0%	-0.4	-3.3%	9.8%	18.7%	-10.2%
N#CCCN1CCN(CCC#N)C1=S
    -5.2%	0.8%	nt	nt	nt	nt	3.5%	12.4%	nt
Cc1cc(N2CCOCC2)nc2ccc(NC(=O)C3CCC(C)CC3)cc12 (stereo not drawn)
    -10.7%	1.7%	-3.1%	0.6%	0.0	-2.1%	-0.3%	-10.4%	-2.3%
O=S(=O)(Nc1cccc(-c2cn3ccsc3n2)c1)c1ccc(F)cc1
    -2.5%	2.9%	-18.8%	?	-0.8	-4.7%	-0.8%	5.1%	-5.5%
Cc1ccc2c(n1)sc1c(-c3ccc(Br)cc3)c(C#N)c(N)nc12
    ?	-24.9%	-11.3%	12.3%	0.5	-9.4%	5.9%	-2.1%	16.6%
COc1cc(C(C)=O)ccc1COc1ccc(C(=O)OC(C)C(=O)NC(N)=O)cc1OC (stereo not drawn)
    -29.2%	-2.8%	2.6%	-9.6%	0.2	-3.6%	-4.0%	-1.2%	-7.5%
COc1ccc(CCNC(=O)CSc2n[nH]c(-c3ccccc3Cl)n2)cc1OC
    -15.8%	-13.0%[60.1 µM]	46.4%[activator]	13.8%	0.3	-1.0%	-1.8%	5.1%	nt
CCOC(=O)CCCNC(=O)CN1CCC(c2nc3ccccc3s2)CC1
    12.9%	-7.1%	-2.3%	10.2%	-0.1	-7.1%	18.9%	102.9%[activator]	25.6%
Nc1nonc1NC(=O)CSc1ncccc1C(=O)O
    ?	5.3%	0.6%	-5.6%	1.5	-2.8%	nt	11.9%	0.1%
N#Cc1cc2sc3nc4ccccc4n3c2cc1C#N
    nt	nt	-5.2%	8.0%	-0.1	-1.0%	nt	nt	-1.1%
COC(=O)c1sc(NC(=O)COc2ccc(OC)cc2)nc1C
    -21.7%	0.8%	nt	nt	nt	nt	-4.3%	35.5%[activator]	nt
Cc1ccc2nc(N(CCCN(C)C)C(=O)c3ccc(S(=O)(=O)N4CCc5ccccc5C4)cc3)sc2c1
    119.5%[activator]	-5.7%	?	0.7%	8.9	-2.4%	8.6%	121.6%[activator]	11.4%
COc1ccc(N2CCN(C(=S)Nc3ccc(C)cc3)CC2)cc1
    0.0%	3.3%	-14.2%	8.4%	0.4	-4.2%	6.7%	34.7%	8.4%
Cn1c(=O)c2c(nc(CN3CCCCC3)n2CCCc2ccccc2)n(C)c1=O
    ?	6.6%	nt	nt	nt	nt	2.6%	?	nt
Cc1c(NC(=S)NC(=O)c2cccc(Br)c2)c(=O)n(-c2ccccc2)n1C
    ?	-13.8%	-5.8%	17.9%	0.3	-2.7%	-2.1%	9.9%	3.6%
N/C(=N\OC(=O)/C=C/c1ccccc1)c1ccc(Cl)cc1
    -0.7%	-0.8%	7.5%	12.4%	-2.5	-1.0%	-3.7%	17.8%	-3.9%
CCOc1ccccc1CNC(=O)c1c([N+](=O)[O-])c(C)nn1C
    15.6%	1.8%	-6.9%	30.0%	0.3	0.3%	-0.3%	74.5%[activator]	1.8%
CC(C)Oc1cccc(C(=O)Nc2ccc(N3CCN(S(C)(=O)=O)CC3)cc2)c1
    -11.0%	-6.0%	-9.0%	12.5%	0.5	-2.6%	-8.1%	19.5%	-3.1%
COc1cccc(N2C(=O)CN(Cc3ccc(OC)c(OC)c3)C2=S)c1
    -29.5%	-7.0%	7.6%	7.6%	-0.1	-1.7%	-5.6%	2.9%	-4.7%
COc1ccc(-c2cn3c(n2)sc2cc(C(=O)NCC(C)c4ccccc4)ccc23)cc1 (stereo not drawn)
    -36.1%	-2.7%	?	3.3%	-0.2	-4.2%	-0.4%	6.1%	nt
Cc1ccc(NC(=O)c2ccc3c(c2)C(=O)N(c2ccccc2C)C3=O)nc1
    4.7%	-11.7%	nt	nt	0.0	nt	nt	4.0%	-10.2%
O=C(OC(C(=O)NCc1cccs1)c1ccc(F)cc1)c1ccco1 (stereo not drawn)
    18.2%	-1.3%	-1.3%	6.6%	-0.4	-10.5%	-0.8%	-14.8%	-0.3%
COc1ccc(Cn2ccc3nc(C)c(C(=O)Nc4ccc(OC)cc4)cc3c2=O)cc1
    8.0%	-0.2%	?	-26.0%	-0.5	-6.9%	6.5%	?	nt
COc1ccc(C(=O)NNC(=O)COc2ccc(Cl)cc2C)cc1S(=O)(=O)N1CCOCC1
    -0.6%	2.6%	nt	nt	-0.3	nt	3.7%	13.5%	15.4%
COc1ccccc1C(=O)Nc1cccc(-c2cn3ccsc3n2)c1
    -0.8%	nt	-11.8%	?	-0.7	-0.1%	nt	nt	-1.1%
COc1ccccc1C(=O)Nc1ccc2oc(-c3ccc(F)cc3)nc2c1
    ?	-7.1%	-0.9%	-1.2%	0.6	-7.9%	2.7%	?	3.9%
COc1ccccc1OCc1nnc(SCCN2CCOCC2)o1
    -17.3%	9.4%	-16.0%	24.4%	-0.2	-2.3%	2.8%	5.3%	9.3%
O=C(/C=C/c1ccccc1)Nc1nnc(-c2ccco2)o1
    75.2%[activator]	-2.6%	-5.2%	29.7%	-0.6	0.7%	-1.7%	35.5%[activator]	-7.3%
CC(=O)Nc1ncc(Cc2cccc(Cl)c2)s1
    2.5%	-3.4%	?	1.0%	0.3	-4.1%	?	32.6%[activator]	-3.0%
COc1ccc(CNC(=O)c2cccc(N3CCCS3(=O)=O)c2)cc1
    -4.7%	3.9%	1.4%	-0.3%	0.3	-0.1%	-3.4%	29.9%	nt
O=C(Nc1cc(S(=O)(=O)N2CCCCC2)ccc1N1CCOCC1)c1cc(=O)[nH]c2ccccc12
    -0.5%	11.0%	1.8%	-27.0%	-0.1	-3.4%	-2.3%	15.6%	-1.2%
O=C(CSc1nnc(COc2ccccc2Cl)o1)NC(=O)NC1CCCC1
    2.2%	-2.2%	?	?	-0.1	-7.6%	3.2%	21.8%	-5.1%

From PubChem
